S3 lipid droplet = qHTS Assay for Lipid Storage Modulators in Drosophila S3 Cells. Drosophila S3 cells, BODIPY lipid droplet fluorescence, 18-24 h; cells fed with added oleic acid. lipid storage change, negative = inhibition, % at the top dose, mostly 46.1 µM; hits show Potency in µM. 320,000 compounds, 0.64% hits. AID 2685; active = well fitted inhibition curve with a large enough effect in the signal ratio, with a control signal flat, not every such curve was filed as active; inconclusive = small, poorly fitted or top-dose-only effect, or effect the other way, or a change in a side signal; the % refers to the signal ratio
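Laser-scanning cytometry quantifies lipid droplet accumulation (500–530 nm total intensity; droplet/cell object ratio) in oleic acid-fed (400 uM added) Drosophila S3 cells treated with a concentration series. 20 uM Triacsin C defined 100% inhibition.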
S3 lipid droplet cell count max = recorded beside S3 lipid droplet, whose call it bears; cell number change, %; measured here: cell count max response;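 cells counted by Cell Tracker Red CMTPX staining in the red channel; peak over a dose series mostly up to 46.1 µM; percent activity relative to internal control wells on each plate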
An asterisk follows results filed as active; i = inactive; ? = inconclusive; · = not tested or not shown. % is set by controls: 0 for no effect and ±100 for the full control effect; potency is the fitted concentration of half-maximal effect.

compound | S3 lipid droplet | S3 lipid droplet cell count max
Cc1cc(Br)cnc1NC(=S)Nc1ccc(F)cc1F | -8% | 4
CSc1nc(-c2ccccc2)nn1S(=O)(=O)c1ccccc1 | 3% | -2
CCCN(CC1CCCO1)C(=O)c1cc(COc2cccc(OC)c2)on1 (stereo not given) | ? | ·
CN(C)/C=C/C(=O)c1ccc(-n2cccc2)cc1 | 8% | -14
CCOC(=O)N1CCN(C(=O)CSCc2ccc(C)cc2)CC1 | 10% | 0
O=C(NCC1CCCO1)c1ccc2[nH]c3c(c2c1)CCCC3 (stereo not given) | ? | ·
C=C1CCC(C)C(C)(CCC2=CCOC2=O)C/C=C\C=C/1C(=O)O (stereo not given) | -3% | 1
CCNc1nc(NCC)n2c(SCC(=O)Nc3cccc(F)c3)nnc2n1 | ? | ·
COC(=O)[C@H](CCSC)NC(=O)Nc1cccc(Br)c1 | -5% | 12
C/C(=N\NC(=O)c1ccoc1C)c1cccc2ccccc12 | ? | ·

In the list so far, these contain a halogen:
compound | S3 lipid droplet | S3 lipid droplet cell count max
Cc1cc(Br)cnc1NC(=S)Nc1ccc(F)cc1F | -8% | 4
CCNc1nc(NCC)n2c(SCC(=O)Nc3cccc(F)c3)nnc2n1 | ? | ·
COC(=O)[C@H](CCSC)NC(=O)Nc1cccc(Br)c1 | -5% | 12

More results
compound | S3 lipid droplet | S3 lipid droplet cell count max
COCCCN1C(=O)c2ccc(C(=O)Nc3ccccc3OC)cc2C1=O | ? | ·
Cc1ccc(NC(=O)CCCc2ccccc2)nc1 | ? | ·
CCN(CC(=O)NCc1ccc(F)cc1)C(=O)c1ccc(C)o1 | ? | ·
CN1C(=O)/C(=C/c2cc(N=Nc3ccccc3)ccc2O)SC1=S | ? | ·
CC(C)N(CCNC(=O)COc1ccc2oc3c(c2c1)CCCC3)C(C)C | ? | ·
COc1ccccc1C(=O)N/N=C(\C)CC(=O)Nc1ccc2c(c1)OCCO2 | 16µM* | 22*
Cc1c(Cl)c(-c2n[nH]c(=S)n2Cc2ccco2)nn1C | ? | ·
O=C(CSc1ncn(-c2ccccc2)n1)Nc1ccc2c(c1)OCO2 | 21% | 1
COc1cccc(CN2CCNC(=O)C2CC(=O)N2CCOc3ccccc3C2)c1OC (stereo not given) | 0% | -3
Cn1c(N/N=C/c2c[nH]c3ccccc23)nc2ccccc21 | ? | ·
Cn1c(=O)[nH]c(=O)c2c1nc(N1CCOCC1)n2CC(O)COc1ccccc1 (stereo not given) | ? | ·
COc1ccc(/C=N/NC(=O)c2[nH]c3ccc(Br)cc3c2-c2ccccc2)cc1 | ? | ·
NC(=S)N/N=C/c1coc2cc(Br)ccc2c1=O | ? | ·
COCCNC(=O)CCc1nc2cccnc2n1Cc1ccc(OC)cc1 | -5% | 4
Cc1[nH]c2ccccc2c1/C=N/NC(=O)c1cc(-c2ccncc2)nc2ccccc12 | ? | ·
CC1CCN(C(=O)c2cc3ccccc3o2)CC1 | ? | ·
O=C(CCN1C(=O)c2cccc3cccc(c23)C1=O)NCc1ccco1 | -12% | -19
COc1cccc(OCc2cc(C(=O)N(C)CCC3CCCCO3)no2)c1 (stereo not given) | -12% | 16
CCC(=O)Nc1ccc(NC(=S)Nc2ccccc2)cc1 | ? | ·
CCn1c(SCC(=O)Nc2ccc3[nH]c(=O)[nH]c3c2)nc2ccccc21 | 4% | 21
COc1ccc(/C=N/NC(=O)CCN2CCCCC2c2cccnc2)cc1Cn1cc([N+](=O)[O-])cn1 (stereo not given) | -4% | -17
O=C(COC(=O)/C=C/c1ccco1)NCc1ccco1 | i | ·
COC(=O)c1c(C)[nH]c(C(=O)C(C)OC(=O)c2cc(C)oc2C)c1C (stereo not given) | ? | ·
COc1ccc(-c2cc3nc[nH]c(=O)c3s2)cc1 | ? | ·
Cc1ccc(S(=O)(=O)N2CCC(C(=O)N/N=C/c3ccccc3[N+](=O)[O-])CC2)cc1 | ? | ·
COC(=O)c1sccc1N(C)S(C)(=O)=O | ? | ·
O=S(=O)(NCC1CCCO1)c1cc(Br)c(Br)s1 (stereo not given) | ? | ·
Cc1nc(/N=C(\N)NC(=O)NC2CCCCC2)nc2ccccc12 | ? | ·
Cc1cc(N2CCOCC2)nc(SCc2ccc(Cl)cc2Cl)n1 | ? | ·
CCN(CC)S(=O)(=O)c1cccc(C(=O)NC(C(=O)Nc2nnc(C)s2)C(C)C)c1 (stereo not given) | ? | ·
CSc1ncccc1C(=O)NCCc1ccc(S(N)(=O)=O)cc1 | ? | ·
CCOc1ccc(NC(=O)CN(C)C(=O)Cc2c(C)nc3ccccc3c2C)cc1OCC | ? | ·
CCN(CC)C(CNC(=O)c1cc(=O)[nH]c2ccccc12)c1ccccc1Cl (stereo not given) | ? | ·
COCCCNc1oc(COc2ccc(Cl)cc2Cl)nc1C#N | ? | ·
CCCCN(Cc1ccccc1)C(=O)C1CCCN(S(=O)(=O)c2cnc[nH]2)C1 (stereo not given) | 4% | 11
O=C(NCC(c1ccco1)N1CCc2ccccc2C1)c1ccccc1Cl (stereo not given) | ? | ·
CCOc1c(O)ccc(/C=C2\SC(=S)NC2=O)c1[N+](=O)[O-] | ? | ·
CN(C(=O)COC(=O)c1ccc(NS(=O)(=O)c2cccs2)cc1)C1CCCCC1 | ? | ·
Cn1nnnc1Sc1ncnc2scc(-c3ccccc3Br)c12 | i | 1
Cc1nn(-c2ccccc2)c(N2CCCC2)c1/C=N/NC(=O)c1cc(-c2ccccn2)nc2ccccc12 | ? | ·

A different layout for three compounds above.
Screens in order: S3 lipid droplet, S3 lipid droplet cell count max
> COCCCNc1oc(COc2ccc(Cl)cc2Cl)nc1C#N
 : ?, ·
> CCOc1ccc(NC(=O)CN(C)C(=O)Cc2c(C)nc3ccccc3c2C)cc1OCC
 : ?, ·
> CCCCN(Cc1ccccc1)C(=O)C1CCCN(S(=O)(=O)c2cnc[nH]2)C1 (stereo not given)
 : 4%, 11

(next part)
compound | S3 lipid droplet | S3 lipid droplet cell count max
C=CCN1C(=O)CS/C1=N\N=C\c1cccc([N+](=O)[O-])c1 | 7% | 3
COc1ccc(CN2C(=O)CN(C3CCCCCC3)C(=O)C2c2ccc(OC)c(OC)c2)cc1 (stereo not given) | 6% | 2
Cc1ccccc1-n1nc(C)c2cc(C(=O)NC3CC3)sc21 | -1% | -7
CCO[C@H]1OC(C(=O)N2CCN(C)CC2)=C[C@@H](c2coc3ccccc3c2=O)[C@@H]1CCCO | -8% | -18
Cc1cccc(-c2csc(N)c2C(=O)OC(C)C)c1 | ? | ·
CC(=O)NC(C)C(=O)OCC(=O)c1ccc(-c2ccccc2)cc1 (stereo not given) | ? | ·
COCCNC(=O)c1cccc(OC2CCN(Cc3ccc(OC(F)F)cc3)CC2)c1 | 7% | 15
CCOC(=O)C1CCCCN1Cc1cccc(C(F)(F)F)c1 (stereo not given) | ? | ·
CCOc1ccc(-c2noc(CCCC(=O)NC3CCCC3)n2)cc1OC | i | -16
O=C(CN1C(=O)NC2(CCCC2)C1=O)Nc1ccc(Cl)cc1F | ? | ·
COC(=O)c1cn(-c2ccccc2)nc1-c1ccc(OC)c(OC)c1 | 12% | 14
COc1ccc(N2CCN(CCCNC(=O)C3CCCN(S(=O)(=O)c4c(C)n[nH]c4C)C3)CC2)cc1 (stereo not given) | 10% | 7
CSCc1ccc(C(=O)NCc2ccc(F)cc2)cc1 | 21% | -6
O=C(Nc1nc2ccccc2s1)C1CCCO1 (stereo not given) | ? | ·
Cc1ccc(NC(=O)CS(=O)(=O)c2cn(CC(=O)N3CCOCC3)c3ccccc23)cc1 | -9% | -12
COc1ccc(C(=O)Oc2cc(OC)cc(OC)c2C(C)=O)cc1 | ? | ·
Cc1ccc(-n2c(=O)cc(N3CCc4ccccc4C3)[nH]c2=O)cc1 | 1% | -14
CCCOc1ccc(C2Nc3cccc4cccc(c34)N2)cc1 | i | 5
C/C(CC(=O)Nc1ccc(C)c(Cl)c1)=N\NC(=O)c1cccc(O)c1 | ? | ·
O=C1COc2ccccc2N1Cc1ccc(Cl)cc1 | ? | ·
OC1(c2cccc(C(F)(F)F)c2)CCN(CCN2CCCCC2)CC1 | 1% | -15
O=C(CSc1nnc(CNC(=O)c2ccccc2F)o1)NCc1ccco1 | i | 1
COCCCNC(=S)NCCc1ccc(F)cc1 | ? | ·
CCn1cc(Br)c(C(=O)Nc2ccccc2C(=O)OC)n1 | ? | ·
N#C/C(=C\c1ccc(N2CCOCC2)cc1)c1ccccc1 | i | 20
COc1cc(C)c(NC(c2ccccc2)c2ccccc2)cc1OC | ? | ·
CC(NC(=O)Cc1cccs1)c1ccncc1 (stereo not given) | ? | ·
O=C(Cn1c(=O)n(Cc2ccco2)c(=O)c2c3c(sc21)CCCC3)Nc1ccccc1 | ? | ·
CC(C)c1ccc(S(=O)(=O)NC2CCCC2)cc1 | ? | ·
C/C(=N/NS(=O)(=O)c1cc(C)ccc1C)c1ccncc1 | i | -1
CCC(C)N=CC1=C(O)CC(c2ccccc2)CC1=O (stereo not given) | ? | ·
S=c1[nH]nc(-c2ccco2)n1/N=C/c1ccccn1 | 0% | -18
COC(=O)CSc1nc(N2CCOCC2)c2c(c1C#N)CC(C)(C)N(C)C2 | i | 15
CC1CCCC(C)N1C(=O)c1ccccc1Nc1ccc(SC(F)F)cc1 (stereo not given) | -19% | -22
COC(=O)COc1cccc(NC(=O)COc2ccccc2)c1 | ? | ·
Cc1cccc(N2CCN(C(=O)c3cccc(N4C(=O)C5CC=CC(C)C5C4=O)c3)CC2)c1C (stereo not given) | ? | ·
NC(=O)CC(NC(=O)Cc1cccc2ccccc12)c1ccc(N2CCN(c3ccccn3)CC2)c([N+](=O)[O-])c1 (stereo not given) | ? | ·
CCN(CC)C(=O)c1nc[nH]c1C(=O)N(CC)CC | ? | ·
Cc1ccc2c(c1)NC(=O)C(CC(=O)NCCCN1CCCCC1)O2 (stereo not given) | ? | ·
C=CCn1c(Oc2ccc(C=O)cc2OCC)nc2c1c(=O)n(C)c(=O)n2C | -1% | 12
Cc1cc(C(=O)N/N=C\c2cc(C(C)(C)C)c(O)c(C(C)(C)C)c2)n[nH]1 | ? | ·
Cc1cccc(C)c1OCC(=O)Nc1ccncc1 | i | -14
O=C(O)C1C2C=CC(C2)C1C(=O)N1CCN(CCO)CC1 (stereo not given) | -4% | 9
Oc1c(Cl)cc(Cl)cc1CNc1nc2ccccc2[nH]1 | ? | ·
Cc1nc2[nH]c(=S)[nH]c2cc1Br | ? | ·
O=C1c2ccccc2C(=O)N1/N=C/c1ccc(O)c(O)c1O | ? | ·
CCOC(=O)c1sc2nc3c(SCCC#N)cc(C(=O)c4cc(F)ccc4O)cn3c(=O)c2c1C | 14% | 24
O=C(O)c1cc(Cl)c(Cl)cc1C(=O)N(Cc1ccccc1)Cc1ccccc1 | 2% | -3
CC(OC(=O)c1ccc(F)c(S(=O)(=O)N2CCOCC2)c1)C(=O)NCC1CCCCC1 (stereo not given) | ? | ·
Cn1c(=O)c2c(ncn2CC(=O)N/N=C/C(Cl)=C/c2ccccc2)n(C)c1=O | 4% | 5

Given with values under each structure: entries from further up
Second line of a record: S3 lipid droplet	S3 lipid droplet cell count max
Cc1cccc(C)c1OCC(=O)Nc1ccncc1
    i	-14
O=C(O)C1C2C=CC(C2)C1C(=O)N1CCN(CCO)CC1 (stereo not given)
    -4%	9

More results
compound | S3 lipid droplet | S3 lipid droplet cell count max
CCOC(=O)c1c(C)n(C)c2ccc(OC(C)=O)cc12 | 7% | 2
CCC(=O)N(Cc1cc(=O)[nH]c2ccccc12)c1ccc(C)cc1 | 5% | -5
CC(=O)Nc1ccc2c(c1)OCO2 | ? | ·
CCCCNC(=O)CCn1c(=O)c2ccccc2n(CC(=O)Nc2ccccc2OCC)c1=O | ? | ·
CC1CN(C(=O)CCC(=O)NCc2cccnc2)c2ccccc2O1 (stereo not given) | 10% | -10
COc1ccc(C(=O)CC(=O)C(=O)Nc2ccccc2OC)cc1 | -2% | -11
CCCCCCOc1ccc(N2C(=O)CC(NCc3ccc(S(N)(=O)=O)cc3)C2=O)cc1 (stereo not given) | 2% | 7
COC(=O)CSc1nnc(-c2sc3cc(OC)ccc3c2Cl)n1C | ? | ·
Cc1ccc(S(=O)(=O)N(Cc2cccc(F)c2)C(=O)N2CCN(C)CC2)cc1 | ? | ·
COc1ccccc1N1CCN(CC(O)COc2ccc(C)cc2C)CC1 (stereo not given) | ? | ·

Ordered by molecular weight (largest number first): three of the compounds above
compound | S3 lipid droplet | S3 lipid droplet cell count max
CCCCNC(=O)CCn1c(=O)c2ccccc2n(CC(=O)Nc2ccccc2OCC)c1=O | ? | ·
COc1ccccc1N1CCN(CC(O)COc2ccc(C)cc2C)CC1 (stereo not given) | ? | ·
CCOC(=O)c1c(C)n(C)c2ccc(OC(C)=O)cc12 | 7% | 2

Additional compounds follow.
compound | S3 lipid droplet | S3 lipid droplet cell count max
Cc1nnc(-c2ccc(Cl)cc2)[nH]c1=O | -5% | 0
O=C(C1CC(c2ccc(F)cc2)=NO1)N1CCN(Cc2ccccc2)CC1 (stereo not given) | 2% | -6
NC(=O)c1ccc(NC(=O)COC(=O)c2cccc(Oc3ccccc3)c2)cc1 | ? | ·
COc1ccc(-c2nnn(CC(=O)N3CCN(c4ccc(F)cc4)CC3)n2)cc1 | -12% | 1

Screening data as filed in PubChem.

This is a subset. The share of hits here may be higher or lower than overall.
